RMI-FANCM inh – RMI-FANCM interaction inhibition; 70,000 tested, 0.58% active; FP signal (polarization) at 33 µM; AID 1159607; Fluorescence polarization, RMI core complex with F-MM2 peptide; active compounds read low; in the data active = FP signal below about 40; also: inactives centre near 61; strong numbers were not always called active; unit not given here
* marks the source's active call; other numbers are inactive results; & = joins results of further samples. These rows are one share of the data, so the mix of outcomes need not match the whole.

A first look:
SMILES	RMI-FANCM inh
C=CCN1C(=O)C(C)(C)COc2ccc(NS(=O)(=O)c3ccc(OC)cc3OC)cc21	66
CC(C)c1ccc(S(=O)(=O)NCC(c2ccsc2)N2CCN(C)CC2)cc1 (centres undefined)	66
COCCNC(=S)NCCc1cc2ccc(C)cc2[nH]c1=O	57
CCOC(=O)c1c(NC(=O)C(Cl)(Cl)Cl)nc(SC)n1-c1ccccc1OC	54
CCc1cc(=O)[nH]c(SCCC(C)C)n1	53
O=c1ccc(-c2ccncc2)nn1CCCNS(=O)(=O)c1ccc2c(c1)OCCO2	67

This part in full, from the first entry:
SMILES	RMI-FANCM inh
C=CCN1C(=O)C(C)(C)COc2ccc(NS(=O)(=O)c3ccc(OC)cc3OC)cc21	66
CC(C)c1ccc(S(=O)(=O)NCC(c2ccsc2)N2CCN(C)CC2)cc1 (centres undefined)	66
COCCNC(=S)NCCc1cc2ccc(C)cc2[nH]c1=O	57
CCOC(=O)c1c(NC(=O)C(Cl)(Cl)Cl)nc(SC)n1-c1ccccc1OC	54
CCc1cc(=O)[nH]c(SCCC(C)C)n1	53
O=c1ccc(-c2ccncc2)nn1CCCNS(=O)(=O)c1ccc2c(c1)OCCO2	67
COc1ccccc1-n1nnc(C(=O)OCc2cccc(F)c2)c1C	66
NC(=O)C1CCN(C(=O)CC2CSc3nc4c(cnn4-c4ccccc4)c(=O)n32)CC1 (centres undefined)	66
O=C(NCCS(=O)(=O)N1CCc2ccccc2C1)c1ccccc1C(F)(F)F	55
C=CCNC(=S)N1CCNC(=O)C1CC(=O)Nc1cccc(Cl)c1 (centres undefined)	65
CCOC(=O)c1ccc(NC(=O)CSc2nnc(CNC(=O)c3cccs3)n2-c2cccc(C)c2)cc1	60
COC(=O)c1cc(OC(=O)c2nn(-c3ccccc3)nc2C)n(-c2ccccc2)n1	54
O=C(Nc1ccc(SCC(=O)N2CCOCC2)nn1)c1ccccc1	65
CCC(C)Sc1nnc(NC(=O)c2cc(Cl)ccc2OC)s1 (centres undefined)	61
O=C(O)/C=C/c1ccc(Cn2ccnc2)cc1	57&56
CC(=O)c1cccc(NC(=O)CCCn2nc(-c3ccc(F)cc3)ccc2=O)c1	76
Cc1cc(NC(=O)c2ccc(S(=O)(=O)N(C)Cc3ccccc3)cc2)on1	67
O=C(c1ccc2c(c1)OCO2)N1CCN(Cc2nc(C3CC3)cs2)CC1	61
CC(=O)Nc1ccc(S(=O)(=O)NCCc2ccc(N(C)C)cc2)c(C)c1	76
Cc1ccc(CNc2cccnc2)cc1	58
CCSc1nnc(NC(=O)c2cnn(-c3nc(C)cc(=O)[nH]3)c2C)s1	61
CN(C(=O)CSc1ccc(C(F)(F)F)cn1)c1c2c(nn1C)CCCC2	53
O=C(CCCN1C(=O)/C(=C/C=C/c2ccccc2)SC1=S)NC1=NCCS1	59
Cc1cc(C(=O)N2CCNC(=O)C2(C)C)no1	55
CCS(=O)(=O)c1ccc(C(=O)Nc2nc3ccc(NC(C)=O)cc3s2)cc1	52
CN(C)C(CNS(=O)(=O)c1ccc(F)cc1)c1cccs1 (centres undefined)	52
Cc1sc2ncnc(N3CCN(c4ccccn4)CC3)c2c1-c1ccc(F)cc1	70
Cc1cc(-c2nnc(NC(=O)c3ccccc3F)o2)n(C)n1	69
COc1cc(OC)cc(C(=O)Nc2cc(-c3ccc(OC)nn3)ccc2C)c1	73
CCOC(=O)N1CCN(S(=O)(=O)c2ccc(C(=O)Nc3nnc(CSC)o3)cc2)CC1	61

SMILES	RMI-FANCM inh
Cc1cccc2sc(NNC(=O)c3cc4ccccc4oc3=O)nc12	56
C=CCC(NCc1ccccc1)c1ccc(C)o1 (centres undefined)	55&52
O=[N+]([O-])c1ccc(CSc2nnc(-c3cccs3)n2-c2ccccc2)cc1	60
CN1CCCc2cc(C(CNC(=O)C(=O)Nc3cccc(F)c3)N(C)C)ccc21 (centres undefined)	67
COc1ccccc1/C=N\Nc1nc(-c2ccccc2)c2cc(Cl)ccc2n1	63
CC1CCN(S(=O)(=O)c2ccc(NC(=S)NC(=O)C3CCCCC3)cc2)CC1	50
OC(CNCc1ccccc1)Cn1c2ccc(Cl)cc2c2cc(Cl)ccc21 (centres undefined)	98
CCCN1CCCc2cc(CCNS(=O)(=O)c3ccc(OC)cc3)ccc21	178
O=C(Nc1ccc(-c2nc3ccccc3[nH]2)cc1)c1ccno1	68
COc1cc(C(=O)Nc2nccs2)c(Br)c(OC)c1OC	72
CCOC(=O)c1ccc(N2CCOCC2)c(NC(=S)Nc2cccc(SC)c2)c1	52
CN1C(=O)NC2(CCN(CC(=O)NCC3CCCO3)CC2)C1=O (centres undefined)	56
O=C(CN1CCC(c2nc3ccccc3[nH]2)CC1)Nc1ccccc1C(F)(F)F	59&56
Cc1cc(O)c(C(=O)/C=C/N(C)C)c(=O)o1	59
COc1ccc(OC)c(NC(=O)COc2cc(C(C)(C)C)nn2-c2nc(C)cc(C)n2)c1	63
Cc1cc(C)cc(-n2nnc(C(=O)OCc3cccc(Cl)c3)c2C)c1	69
COc1cc2ccccc2cc1C(=O)Nc1cccc(C)c1C	65
CC1(NC(=S)N2CCCCCC2)CCS(=O)(=O)C1 (centres undefined)	59
COc1ccc(C(C)=O)cc1CSc1ccc(Cl)cc1	53
COc1ccc(S(=O)(=O)n2nc(-n3c(C)ccc3C)c3c(F)cccc32)cc1OC	57
Cc1ccc(Oc2c(C)[nH]c(=S)[nH]c2=O)cc1	61
CC1=C(C(=O)Nc2ccccc2)C(c2ccncc2)n2nnnc2N1 (centres undefined)	59
Clc1snnc1CN1CCOCC1	52
CC(=O)c1sc(C(C)(C)C)cc1N	46
COC(=O)c1ccc(CSc2ccc3nnc(-c4ccccc4)n3n2)o1	57
FC(F)(F)c1cc(-c2ccncc2)n[nH]1	56
COc1ccc(-c2c(C)nn3c(-n4nc(C)cc4C)cc(C)nc23)cc1OC	59
Cc1ccc(S(=O)(=O)NCCSc2ncccn2)cc1	60
O=C(CS(=O)(=O)c1ccc(C(F)(F)F)cn1)NNS(=O)(=O)c1cccc(C(F)(F)F)c1	57
COc1ccccc1C(=O)Nc1nc(-c2ccc([N+](=O)[O-])cc2)cs1	57

Arranged by value in RMI-FANCM inh (falling): some entries from above.
| SMILES | RMI-FANCM inh |
| --- | --- |
| O=C(Nc1ccc(-c2nc3ccccc3[nH]2)cc1)c1ccno1 | 68 |
| O=[N+]([O-])c1ccc(CSc2nnc(-c3cccs3)n2-c2ccccc2)cc1 | 60 |
| COc1ccc(S(=O)(=O)n2nc(-n3c(C)ccc3C)c3c(F)cccc32)cc1OC | 57 |

Other structures:
SMILES	RMI-FANCM inh
COc1cc(C(=O)NCC(c2cccs2)N(C)C)c([N+](=O)[O-])cc1OC (centres undefined)	53
CC1(C)S[C@@H]2[C@H](NC(=O)[C@@H](N)c3ccc(O)cc3)C(=O)N2[C@H]1C(=O)O	54
C=CCn1c(SCC(=O)NCC2CCCO2)nc2scc(-c3ccccc3Cl)c2c1=O (centres undefined)	73
CCC(CC)C(=O)NCCN1CCn2cc(OCc3ccc(F)cc3)c(=O)cc2C1=O	62
O=C(c1cc2ccccc2oc1=O)N1CCN(c2ccc(-c3cccnc3)nn2)CC1	61
O=C1CSC(CS(=O)(=O)Cc2cccc(C(F)(F)F)c2)=N1	53
CCOC(=O)c1c(Nc2ccccc2)sc([N+](=O)[O-])c1N	53
O=C(O)c1cc([N+](=O)[O-])ccc1Oc1cncc(Cl)c1	51
CCS(=O)(=O)c1ccc(C(=O)Nc2nnc(-c3ccc(Br)cc3)o2)cc1	63
O=C(Nc1ccc2c(c1)N(C(=O)C1CC1)CC2)c1ccccc1C(F)(F)F	65
COc1cccc(-c2cn3c(C(=O)N4CCN(c5ccccc5OC)CC4)csc3n2)c1	64
O=C(CC1CSc2nc3c(c(=O)n21)CCCC3)N1CCc2ccccc2C1 (centres undefined)	60
COc1ccc(Cc2nnc(SCC(=O)Nc3ccc(Cl)c(Cl)c3)n2N)cc1	52
O=C(O)CCc1c(C(=O)O)[nH]c2cc(Cl)cc(Cl)c12	45
C=Cc1c(C)c2cc3[nH]c(cc4nc(cc5nc(cc1[nH]2)C(C)=C5CCC(=O)O)C(CCC(=O)O)=C4C)c(C)c3C=C	40&52
O=C1Cc2cc(NC(=O)c3ccc4c(c3)OCO4)ccc2N1	53
Cc1ccc(-c2ccc(=O)n(CCCNC(=O)c3cccs3)n2)cc1	69
CCNC(=O)C1Cc2ccccc2N1C(=O)c1cc2ccccc2o1 (centres undefined)	51
Cc1cc(C)c(NC(=O)C(=O)NCCN2CCN(c3ccccc3F)CC2)c(C)c1	65
COc1cccc(C(=O)Nc2cc(N3CCCS3(=O)=O)ccc2OC)c1	57
O=C1CCC(=O)N1c1ccc(S(=O)(=O)Nc2ccccc2F)cc1	62
COc1ccc(NC(C)=O)cc1NC(=O)c1cc(=O)c(OC)co1	62
O=C(NCCCn1nc(-c2ccc(F)cc2)ccc1=O)Nc1ccc2c(c1)OCO2	67
COCCNC(=O)C(=O)NCCN1CCN(c2ccccc2)CC1	64
Cc1cc(N(CN2CCCC2=O)C(=O)c2ccc(F)cc2)no1	65
CCOC(=O)C1=C(C(C)c2ccccc2)NC(=O)NC1C (centres undefined)	63
COc1ccc(OCCn2c(CCNC(=O)C3CCCCC3)nc3ccccc32)cc1	62
O=C(NCc1ccco1)Nc1ccc(OCc2ccccc2)cc1	68
Fc1ccc(NC(=S)NCCCN2CCOCC2)cc1Cl	58
Cc1cc(C)cc(NC(=O)Cn2cnc3c(cnn3C3CCS(=O)(=O)C3)c2=O)c1 (centres undefined)	66

SMILES	RMI-FANCM inh
O=C(Nc1ccc(Cl)cc1)Nc1ccc(OCC(O)CN2CCCCC2)cc1 (centres undefined)	61
CC(C)(C)C(=O)N1CCc2ccc(NC(=O)C3(c4ccccc4)CCOCC3)cc21	67
NC(=O)c1ncn(C2OC(CO)C(O)C2O)n1 (centres undefined)	61
Cc1cc(C)c2c(n1)sc1c(=O)n(CC(=O)Nc3ccc(Cl)cc3C(F)(F)F)cnc12	143
O=C(CCn1cnc2c([nH]c3ccc(F)cc32)c1=O)N1CCN(c2ccc(Cl)cc2)CC1	91
O=C(Cc1ccc(Cl)cc1)Nc1ccc2c(c1)N(C(=O)C1CC1)CC2	71
Nn1cnc2c(cnn2-c2ccccc2)c1=O	72
CC1(C)CC(=O)CC(C)(C)N1	62
O=C(Cn1cnc2c(sc3cccc(F)c32)c1=O)Nc1ccc(Br)cc1F	149
Cc1sc2c(c1C)C(O)=C(C(=O)Nc1ccc(OC(F)(F)F)cc1)S(=O)(=O)N2C	55
C=CCn1c(SCC(=O)c2cc(C)n(-c3ccccc3F)c2C)nc2scc(-c3ccc(Cl)cc3)c2c1=O	58
O=S(=O)(c1ccc(-c2ccno2)s1)N1CCN(c2ccncc2)CC1	53
O=C(CSc1nnc(-c2ccncc2)o1)c1cccs1	54
COC(=O)Nc1ccc2c(c1)C(=O)N(C)c1ccccc1O2	57
CC(=O)c1ccc(NC(=O)Cn2c(-c3cccnc3)nc3ccccc32)cc1	61
O=C(CSC1CCCCC1)N1CCc2ccccc21	61
CCc1cccc2sc(=NC(=O)c3cccc(OC)c3)n(C)c12	70
CCC(CC)C(=O)NCCn1ncc2c(=O)n(Cc3ccccc3F)cnc21	67
CCN1C(=O)c2cccc3c(NC(=O)c4cccc([N+](=O)[O-])c4)ccc1c23	44
COc1ccc(C)cc1NC(=O)CS(=O)(=O)c1cccs1	63
O=S(=O)(NCC(c1ccsc1)N1CCCCCC1)c1cccc2ccccc12 (centres undefined)	63
CCOC(=O)Cn1c(=NC(=O)c2ccccc2S(C)(=O)=O)sc2cc(CC)ccc21	56
Cc1cc(=O)n2c(n1)SCC2CC(=O)O (centres undefined)	65
Cn1c(SCC(=O)NCc2ccc(Cl)cc2)nc2c(-c3ccccc3)c[nH]c2c1=O	74
CC(Sc1nc2ccccc2s1)C(=O)Nc1nnc(-c2ccccc2Cl)s1 (centres undefined)	64
Cc1cc(-c2nnc(NC(=O)C3CCCCN3S(=O)(=O)c3cccs3)o2)nn1C (centres undefined)	57
COCCN1CCCc2ccc(NS(=O)(=O)Cc3cccc(C)c3)cc21	0*
CC(C)(C)OC(=O)N1CCCN(C(=O)c2cccnc2Oc2ccc(Cl)cc2)CC1	52
O=Cc1ccc([N+](=O)[O-])s1	70
COc1ccc(NC(=O)Nc2nccn(-c3cccc(Cl)c3)c2=O)cc1OC	70

SMILES	RMI-FANCM inh
O=C1c2ccccc2C(=O)N1c1ccccc1N1CCOCC1	54
O=S(=O)(Nc1ccc(N2CCOCC2)cc1)c1ccc2ccccc2c1	52
CC(=O)N(Cc1ccccn1)c1nc2ccccc2s1	55
CC(=O)S[C@@H]1CC2=CC(=O)CC[C@]2(C)[C@H]2CC[C@@]3(C)[C@@H](CC[C@@]34CCC(=O)O4)[C@H]12	57&56
COC(=O)C1=C(Sc2ccc(Cl)cc2)CSC1	56
CN(C)S(=O)(=O)c1ccc(C(=O)Nc2ccc(SCC(=O)N3CCCC3)nn2)cc1	56
CCCC(=O)Nc1ccc(C(=O)NCCNC(=O)c2ccc(F)c(F)c2)cc1	79
Clc1ccc2nc(Cl)cc(-c3ccccc3)c2c1	55
O=C1CN(C(=O)OCc2ccccc2)CCN1	63
